# Tau FP inhib: blocks human tau fibril formation measured by polarization; AID 1468; Potency, µM (doses to about 57.7 µM), inactives show top-dose activity, negative = inhibition, actives largely listed as inhibitors; K18 P301L tau heparin fibrillization, Alexa594 FP, 6 h; 0.39% of 280,000 active; P10636; further: on the % scale 0 is the no-effect control and ±100 the full control effect; nearly all actives have a fitted effect of over 55% in size
# Target sequence (P10636 561-689 P618L limits assumed): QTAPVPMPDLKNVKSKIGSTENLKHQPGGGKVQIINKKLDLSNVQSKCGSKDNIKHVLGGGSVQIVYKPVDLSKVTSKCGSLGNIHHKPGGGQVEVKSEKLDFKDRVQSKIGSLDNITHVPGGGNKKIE
#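 Heparin (20 uM) drove fibril formation of recombinant tau K18 P301L, 15 uM unlabeled with 0.24 uM Alexa 594 label, for 6 hr at 37 C in 100 mM sodium acetate pH 7. Fluorescence polarization (555/632 nm) read 1 hr after 30 uM ThT.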
# Tau fluor counter: counter-screen for tau fibril formation inhibitors. Potency, µM (series often up to 57.7 µM), inactives show top-dose activity change, negative = decrease. 0.93% of 280,000 active. tau K18 P301L Alexa594 fluorescence, heparin fibrillization; further: on the % scale 0 is the no-effect control and ±100 the full control effect; nearly all actives have a fitted effect of over 55% in size
#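 Human K18 P301L tau (15 uM unlabeled plus 0.24 uM Alexa 594-labeled, final) in 100 mM sodium acetate pH 7 was mixed with compound and 20 uM heparin and incubated 6 hr at 37 C.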
# TRb-SRC2 inh: disrupts binding of human TR beta to SRC2 | P10828 | TRbeta-SRC2 peptide binding, fluorescence polarization; receptor liganded with 1 µM T3 | Potency, µM (highest dose often 106 µM), for inactives: top-dose activity change, negative = inhibition, actives largely listed as inhibitors | 0.065% of 280,000 active | AID 1469;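 further: plate controls were bound peptide for no effect and peptide without receptor for full effect; nearly all actives have a fitted effect of over 50% in size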
#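 Compounds were added to 0.6 uM TRb ligand-binding domain and 20 nM Texas Red-labeled SRC2 peptide in Tris buffer containing 1 uM T3, incubated 5 hr at ambient temperature, then read by fluorescence polarization.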
# RECQ1 helicase: blocks DNA unwinding by human RECQ1 | RECQ1 DNA unwinding, red fluorescence kinetic read | Potency, µM (doses to about 57.3 µM), without a hit: at the top dose activity, negative = inhibition, actives largely listed as inhibitors | P46063 | AID 2549 | 0.54% of 240,000 active;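 further: plate controls were vehicle for no effect and no enzyme for full effect; nearly all actives have a fitted effect of over 30% in size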
#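 50 nM RECQ1T1 preincubated 15 min with compound in Tris pH 8.0 buffer with MgCl2, DTT, Tween-20 and 2.5 ug/ml poly(dI-dC); started with 200 nM TAMRA/BHQ-2 forked duplex and 2 mM ATP. Unwinding read as fluorescence (525/598 nm), two reads 2 h apart.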
# Tau fibril ThT: blocks human tau fibril formation measured by thioflavin T. P10636. recombinant tau K18 P301L (four-repeat tau fragment), heparin-induced fibrillization, ThT fluorescence. Potency, µM (top dose mostly 57.4 µM), inactives show at the highest dose activity, negative = inhibition, most hits filed as inhibitors. 2.1% of 270,000 active. AID 1460; further: on the % scale 0 is the no-effect control and ±100 the full control effect; nearly all actives have a fitted effect of over 55% in size
#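 Heparin-induced (20 uM) aggregation of recombinant human K18 P301L tau, 15 uM unlabeled with 0.24 uM labeled, pH 7 acetate buffer, 6 hr at 37 C with compound. Fibrils quantified by 30 uM ThT fluorescence after 1 hr ambient incubation.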
# HTT cytoprotect: Huntington cell model cytoprotection by ATP luminescence; Potency, µM (doses to about 56.4 µM), without a hit: cytoprotection (ATP increase), actives largely listed as activators; 0.14% of 230,000 active; AID 1471; PC12 HTT-Q103 induced, cytoprotection, ATP luminescence, 40 h;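 further: % of control where 0% means no effect; nearly all actives have a fitted effect of over 45% in size; toxic huntingtin expression switched on by the ecdysone agonist tebufenozide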
#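 Quantitative HTS on tebufenozide-induced (100 nM) PC12 cells expressing HTTQ103 exon 1–GFP; compounds tested as a concentration series; survival measured via cellular ATP.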
# TexasRed fluor: alters Texas Red total fluorescence, flagging assay interference | TRb/SRC2 Texas Red total fluorescence interference | Potency, µM (titrated, usually from 106 µM), for inactives: at the highest dose fluorescence change, negative = quenching | 0.29% of 280,000 active; active means well fitted curve in either direction with a large enough effect; inconclusive means small, poorly fitted or top-dose-only effect; further: on the % scale 0 is the no-effect control and ±100 the full control effect
#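 Flags fluorescent or light-absorbing compounds by total fluorescence, S + 2P, at 555 nm excitation and 632 nm emission. Mixture: 20 nM Texas Red SRC2 peptide, 0.6 uM human TRb LBD, 1 uM T3, 5% DMSO; compound exposure 5 h at ambient temperature.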
# L3MBTL1 inh: L3MBTL1 (human) inhibition; Q9Y468; AlphaScreen L3MBTL1–H3K9me1 peptide binding; Potency, µM (highest dose often 57.1 µM), without a hit: at the highest dose activity, negative = inhibition, actives largely listed as inhibitors; 0.66% of 230,000 active; AID 485360; further: on the % scale 0 is the no-effect control and ±100 the full control effect; nearly all actives have a fitted effect of over 60% in size
# Target sequence (Q9Y468 whole entry, looked up): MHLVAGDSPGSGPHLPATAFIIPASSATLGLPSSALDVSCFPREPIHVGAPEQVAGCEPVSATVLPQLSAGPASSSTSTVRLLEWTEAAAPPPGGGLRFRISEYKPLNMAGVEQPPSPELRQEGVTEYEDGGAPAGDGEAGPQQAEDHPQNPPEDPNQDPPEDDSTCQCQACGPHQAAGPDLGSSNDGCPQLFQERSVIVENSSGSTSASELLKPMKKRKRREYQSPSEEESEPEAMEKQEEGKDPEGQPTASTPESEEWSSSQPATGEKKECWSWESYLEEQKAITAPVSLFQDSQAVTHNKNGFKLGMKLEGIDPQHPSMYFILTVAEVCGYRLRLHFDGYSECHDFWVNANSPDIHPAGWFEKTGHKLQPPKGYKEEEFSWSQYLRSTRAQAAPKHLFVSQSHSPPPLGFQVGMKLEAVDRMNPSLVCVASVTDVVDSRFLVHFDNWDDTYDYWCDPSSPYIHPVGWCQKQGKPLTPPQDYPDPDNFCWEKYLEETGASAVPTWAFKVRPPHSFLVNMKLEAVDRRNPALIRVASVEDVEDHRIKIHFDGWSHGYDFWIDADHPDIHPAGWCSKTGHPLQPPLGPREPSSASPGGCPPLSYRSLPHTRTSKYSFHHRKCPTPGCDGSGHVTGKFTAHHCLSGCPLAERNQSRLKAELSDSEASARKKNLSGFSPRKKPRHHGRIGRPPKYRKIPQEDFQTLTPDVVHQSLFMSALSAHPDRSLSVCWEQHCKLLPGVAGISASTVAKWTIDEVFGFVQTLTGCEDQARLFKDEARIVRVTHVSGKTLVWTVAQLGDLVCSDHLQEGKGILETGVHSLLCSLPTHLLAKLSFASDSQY
#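 Displacement of a biotinylated histone H3(1-15) peptide monomethylated at Lys9 (75 nM) from L3MBTL1 (50 nM) was measured by AlphaScreen after a 30 min room-temperature compound incubation; cefsulodin titration served as intraplate control.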
# An asterisk follows results filed as active; i = inactive; u = inconclusive; x = not tested or not shown; [ ] = another dose, or the depositor's remark. Unless noted, the call rests on the fitted dose curve; in most records, active means well fitted curve in the direction sought with a large enough effect; inconclusive means small, poorly fitted or top-dose-only effect, or another doubt; inactive means no such curve, though single readings can be large; an effect the other way counts as inactive or inconclusive. Potency means the concentration at half of the fitted maximal effect.
# Every second line gives: Tau FP inhib, Tau fluor counter, TRb-SRC2 inh, RECQ1 helicase, Tau fibril ThT, HTT cytoprotect, TexasRed fluor, L3MBTL1 inh
1) COc1cc(C(=O)NNC(=O)c2ccoc2C)cc(OC)c1OC
  -3%, -7%, 0%, i, -6%, -9%[10 µM], -2%, 15%
2) CCOC(=O)c1cnc2c(ccc3ccccc32)c1Nc1cccc(C(F)(F)F)c1
  -14%, -15%, -1%, x, -4%, x, -13%, x
3) CSc1ccc(CN2CCCC(CNC(=O)c3ccc(F)cc3)C2)cc1 (centres undefined)
  -4%, -5%, -2%, i, -4%, -29%, 1%, -3%
4) C=C[C@]1(C)Cc2occ(C)c2C[C@H]1C(=C)C(=O)O
  -5%, -1%, -1%, -2%, -3%, 21%, -1%, x
5) COc1ccc(NC(=O)Cn2c(=O)n(-c3ccc(OC)c(OC)c3)c(=O)c3ccccc32)cc1
  -6%, -4%, -2%, x, -7%, x, -2%, x
6) N#Cc1c(NC(=O)CCC(=O)O)sc2c1CCCCC2
  u, -13%, -4%, -10%, 20µM*, 4%[10 µM], -1%, -10%
7) O=c1cc(CN2CCN(c3ccccn3)CC2)nc2sccn12
  -5%, 2%, -10%, i, -8%, x, 2%, -4%
8) Cc1cc(C(=O)CSc2nc(N)cc(=O)[nH]2)c(C)n1-c1cccc(F)c1
  3%, -3%, -5%, -5%, -7%, 30%[10 µM], 6%, -10%
9) Cc1ccc(N(c2ncnc(N)c2[N+](=O)[O-])C2CCCCC2)cc1
  -6%, -8%, -6%, -9%, -3%, -6%, -1%, -1%
10) C=CCNC(=O)/C(C#N)=C/c1ccc(C)o1
  1%, -1%, -4%, 0%, -8%, -10%, -1%, u
11) O=C(CNCc1ccccn1)Nc1cc(S(=O)(=O)N2CCCCC2)ccc1Cl
  0%, -2%, 8%, i, -5%, -35%[inhibitor], 0%, x
12) Cc1cccc(CC(=O)Nc2ccc3nc(N4CCC(C)CC4)cc(C)c3c2)c1
  11%, u, 2%, x, u, x, -2%, x
13) CCCC(=O)Nc1ccc(NC(=O)c2cccs2)cn1
  12%, 9%, 10%, 0%, -2%, 4%, -1%, 1%[11.4 µM]
14) Cc1cccc(C)c1NC(=O)C1CCCN1S(=O)(=O)c1ccccc1 (centres undefined)
  4%, 2%, -4%, x, 7%, x, -3%, x
15) C(=N\N1CCN(c2ccccc2)CC1)/c1ccccc1
  11%, -6%, -2%, -7%, u, x, -4%, -8%
16) COc1ccccc1NC(=O)CCC(=O)O
  -2%, 7%, -9%, i, 1%, -1%[10 µM], -5%, 11%
17) Cc1ccc(Nc2cc(-n3cccn3)ncn2)c(C)c1
  -2%, -17%, -1%, i, -15%, -4%, -2%, x
18) COc1cccc(OC(C)c2ccnc3nc(/N=C/N(C)C)nn23)c1 (centres undefined)
  -1%, -10%, 8%, -4%, 1%, -14%, 2%, -2%
19) COc1ccc(CC(=O)NCc2n[nH]c(=S)n2C)cc1
  -4%, -10%, 5%, -2%, -11%, -10%[10 µM], 0%, -9%
20) CN1C(=O)N(C)C2C1N(C)S(=O)(=O)N2C (centres undefined)
  7%, 1%, 0%, i, 0%, -3%, 0%, 2%
21) Cn1nc2c3ccccc3n(Cc3ccccc3)c2nc1=S
  u, -18%, -10%, -5%, -11%, -3%[10 µM], -2%, -9%
22) Cn1c(N)nc2ccccc2c1=O
  1%, -1%, -4%, -4%, 0%, -17%[10 µM], -1%, 4%
23) Cc1cccc(NC(=O)CSc2nc(NS(=O)(=O)c3ccccc3)cc(=O)[nH]2)c1
  u, -13%, -4%, -12%, -17%, 12%[10 µM], -5%, u
24) Cc1cccc(OCC(=O)Nc2cccc(-c3nc4ccccc4s3)c2)c1
  -16%, u, -2%, x, u, x, 5%, x
25) N#Cc1cc(-c2ccc(Cl)cc2)cn(Cc2c(Cl)cccc2Cl)c1=O
  u, -15%, -2%, i, -14%, -33%, -5%, 16%
26) O=S1(=O)CC(NCc2ccccc2)C(Nc2ccccc2)C1 (centres undefined)
  -2%, -14%, 0%, -5%, -6%, 13%[10 µM], 0%, -6%
27) Cn1c(=O)n(C/C=C/c2ccccc2)c(=O)c2c1nc1n2CCN1c1ccc(Cl)cc1
  -2%, -3%, 5%, x, -6%, x, 5%, x
28) O=C(NCc1ccccc1)NC1(C(=O)N2CCN3CCCC3C2)CCCCC1 (centres undefined)
  -1%, -4%, 0%, -3%, -2%, 6%[10 µM], -7%, 2%
29) CC(C)OP(=O)(c1ccc(N(C)C)cc1)C(O)c1c(Cl)cccc1Cl (centres undefined)
  5%, -9%, -14%, -1%, -7%, -8%[0.074 µM], -3%, x
30) Fc1ccc(C2c3[nH]c4ccccc4c3CCN2CCCn2cccn2)cc1 (centres undefined)
  12%, -15%, -2%, i, -7%, 2%[10 µM], 0%, -26%

# Profiles as entered above:
# `O=C(CNCc1ccccn1)Nc1cc(S(=O)(=O)N2CCCCC2)ccc1Cl` is listed as Tau FP inhib = 0%; Tau fluor counter = -2%; TRb-SRC2 inh = 8%; RECQ1 helicase = i; Tau fibril ThT = -5%; HTT cytoprotect = -35%[inhibitor]; TexasRed fluor = 0%; L3MBTL1 inh = x
# `O=C(NCc1ccccc1)NC1(C(=O)N2CCN3CCCC3C2)CCCCC1` (centres undefined) is listed as Tau FP inhib = -1%; Tau fluor counter = -4%; TRb-SRC2 inh = 0%; RECQ1 helicase = -3%; Tau fibril ThT = -2%; HTT cytoprotect = 6%[10 µM]; TexasRed fluor = -7%; L3MBTL1 inh = 2%

# Next section.
# Every second line gives: Tau FP inhib, Tau fluor counter, TRb-SRC2 inh, RECQ1 helicase, Tau fibril ThT, HTT cytoprotect, TexasRed fluor, L3MBTL1 inh
31) O=C(NCC1CCCO1)Nc1ccccc1 (centres undefined)
  10%, -2%, 3%, -15%, -5%, 4%, -3%, x
32) O=C1c2ccccc2CC[C@H]1CNCCc1ccc(O)cc1
  13%, 5%, 2%, -15%, u, -79%[inhibitor], 0%, x
33) COc1cc(C(=O)Nc2ccncc2)cc(OC)c1OC
  6%, 4%, -1%, -8%, -1%, -15%, 5%, -4%
34) COc1cccc(NC(=O)C2CC(=O)n3cnnc3S2)c1 (centres undefined)
  14%, -6%, -2%, 10%, u, -34%, -1%, 4%
35) O=C1C(c2ccccn2)=[N+]([O-])c2ccccc21
  7.9µM*, -22%, -5%, i, 4µM*, -3%, -1%, x
36) CCc1ccc2nc3sc(C(=O)O)cc3cc2c1
  5%, 5%[2.34 µM], 6%[53 µM], -8%, 3%, -42%[10 µM], 3%[53 µM], -2%
37) O=C(NNc1ccnc2cc(Cl)ccc12)C1CCCCC1
  12%, 0%, 0%, -6%, -2%, -112%[inhibitor], -7%, 11%
38) Cc1oc2ncnc(N3CCOCC3)c2c1C(=O)N1CCN(c2cccc(C(F)(F)F)c2)CC1
  -4%, -4%, 1%, x, -3%, x, 2%, x
39) Cn1cc(Cl)c(C(=O)NC2CCCCCC2)n1
  -2%, 5%, -15%, i, -3%, 13%[10 µM], -3%, -4%
40) COC(=O)c1ccc(COC(=O)c2ccc(CS(=O)(=O)c3ccc(C)cc3)cc2)cc1
  -3%, -14%, -8%, -3%, -6%, 8%, 0%, x
41) Cc1cc(C)c(OCC(=O)Nc2cccc(O)c2)cc1C
  -1%, -11%, 5%, -3%, u, -11%, -5%, x
42) O=C(COc1ccccc1)NCC(c1cccs1)N1CCOCC1 (centres undefined)
  -6%, -7%, 1%, -2%, -12%, -18%[10 µM], -4%, 2%
43) NC(=O)c1sc(-c2ccsc2)cc1NS(=O)(=O)c1ccc(C(F)(F)F)cc1
  18%, -11%, -3%, -4%, x, -4%[10 µM], -6%, x
44) O=C(NC1CCCCCC1)c1ccc2c(c1)sc1nc(-c3ccccc3)cn12
  u, -5%, -1%, x, 7%, x, 0%, x

# Structural class, the compounds so far containing a CF3 group (3)
# Every second line gives: Tau FP inhib, Tau fluor counter, TRb-SRC2 inh, RECQ1 helicase, Tau fibril ThT, HTT cytoprotect, TexasRed fluor, L3MBTL1 inh
2) CCOC(=O)c1cnc2c(ccc3ccccc32)c1Nc1cccc(C(F)(F)F)c1
  -14%, -15%, -1%, x, -4%, x, -13%, x
38) Cc1oc2ncnc(N3CCOCC3)c2c1C(=O)N1CCN(c2cccc(C(F)(F)F)c2)CC1
  -4%, -4%, 1%, x, -3%, x, 2%, x
43) NC(=O)c1sc(-c2ccsc2)cc1NS(=O)(=O)c1ccc(C(F)(F)F)cc1
  18%, -11%, -3%, -4%, x, -4%[10 µM], -6%, x

# Six entries from above, as tab-separated lines.
no.	structure	Tau FP inhib	Tau fluor counter	TRb-SRC2 inh	RECQ1 helicase	Tau fibril ThT	HTT cytoprotect	TexasRed fluor	L3MBTL1 inh
34	COc1cccc(NC(=O)C2CC(=O)n3cnnc3S2)c1 (centres undefined)	14%	-6%	-2%	10%	u	-34%	-1%	4%
35	O=C1C(c2ccccn2)=[N+]([O-])c2ccccc21	7.9µM*	-22%	-5%	i	4µM*	-3%	-1%	x
36	CCc1ccc2nc3sc(C(=O)O)cc3cc2c1	5%	5%[2.34 µM]	6%[53 µM]	-8%	3%	-42%[10 µM]	3%[53 µM]	-2%
37	O=C(NNc1ccnc2cc(Cl)ccc12)C1CCCCC1	12%	0%	0%	-6%	-2%	-112%[inhibitor]	-7%	11%
38	Cc1oc2ncnc(N3CCOCC3)c2c1C(=O)N1CCN(c2cccc(C(F)(F)F)c2)CC1	-4%	-4%	1%	x	-3%	x	2%	x
39	Cn1cc(Cl)c(C(=O)NC2CCCCCC2)n1	-2%	5%	-15%	i	-3%	13%[10 µM]	-3%	-4%

# From PubChem

# Some of the compounds tested (hit frequency here may not be typical).
